Menin-MLL TR inh – inhibitors of human menin-MLL interaction, mutant MLL peptide; O00255; Menin + Texas Red MLL mutant peptide, fluorescence polarization; Potency, µM (top dose mostly 61.6 µM), without a hit: at the highest dose FP activity change, negative = inhibition, most hits filed as inhibitors; actives 0.23% (n = 270,000); active means well fitted inhibition curve with a large enough effect in the polarisation, with a control signal flat, not every such curve was filed as active; inconclusive means small, poorly fitted or top-dose-only effect, or effect the other way, or a change in a side signal; inactive means no such curve, though single readings can be large or run the other way; the % refers to the polarisation; further: potency means the concentration at half of the fitted maximal effect; % of control where 0% means no effect; many of its hits are not listed in these tables
KCNH2 3.1 inh – KCNH2 3.1 (human) potassium channel inhibition. U2OS KCNH2 3.1, thallium flux FluxOr; hits give low values. activity change, % (tested at about 1.8 µM). actives 0.95% (n = 340,000);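 active means maximum activity change below -70%; inconclusive means maximum activity change from -70% to -50%; inactive means maximum activity change above -50%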;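 further: thallium influx rate constant from kinetic fluorescence after stimulation buffer; on the % scale 0 is the no-effect control and ±100 the full control effect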
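Channel expression came from 3.1 mutant virus (1.77 x 10^8 /mL) applied to suspended U2OS cells for 4 h. Flux was tracked with FluxOr dye plus Red40 quencher, and kinetic rate constants normalized to controls.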
GALK inhibitor – blocks human galactokinase activity | P51570 | Purified GALK, Kinase-Glo residual ATP luminescence | Potency, µM (highest dose often 57.5 µM), for the others: top-dose activity change, negative = inhibition, most hits filed as inhibitors | actives 0.007% (n = 270,000) | AID 1868; further: potency means the concentration at half of the fitted maximal effect; on the % scale 0 is the no-effect control and ±100 the full control effect
Target sequence (P51570 whole entry, looked up): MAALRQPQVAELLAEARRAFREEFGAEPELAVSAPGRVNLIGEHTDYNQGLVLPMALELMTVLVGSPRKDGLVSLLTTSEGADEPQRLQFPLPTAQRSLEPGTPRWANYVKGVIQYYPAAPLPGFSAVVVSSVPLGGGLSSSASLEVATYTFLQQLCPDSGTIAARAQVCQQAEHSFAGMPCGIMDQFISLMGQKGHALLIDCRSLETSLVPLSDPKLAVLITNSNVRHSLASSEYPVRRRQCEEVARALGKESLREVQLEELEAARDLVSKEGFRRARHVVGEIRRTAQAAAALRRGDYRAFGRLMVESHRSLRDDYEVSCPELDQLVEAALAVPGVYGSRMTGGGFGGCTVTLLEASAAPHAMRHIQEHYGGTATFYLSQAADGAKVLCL
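5 nM enzyme, 35 uM ATP, 100 uM galactose, 20 mM HEPES pH8.0, 5 mM MgCl2; 1 h RT; residual ATP by Kinase-Glo Plus luminescence, qHTS format.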
Coupling enz – inhibits coupling enzyme system, counter-screen for aldolase hits; activity change, negative = inhibition, % at 58.2 µM, hits read low; coupling enzyme system counterscreen, AmpLite Red fluorescence; actives 0.67% (n = 290,000); in the data active means activity change below about -30%; further: on the % scale 0 is the no-effect control and ±100 the full control effect
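Fluorescence at 525 nm excitation and 598 nm emission measured inhibition of the coupled detection system without aldolase. Compounds (at 57.5 uM final) were preincubated 10 min at room temperature with coupling enzyme reagent before a 20 min substrate/AmpLite Red step.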
Giardia killer – kills Giardia lamblia; Giardia lamblia trophozoite viability; activity change, % at 7.66 µM, hits read low; actives 0.15% (n = 340,000); AID 540267; in the data active means activity change below about -80%; inconclusive means between about -30% and that limit;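 further: parasites exposed to compound for two days anaerobically before the ATP read; on the % scale 0 is the no-effect control and ±100 the full control effect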
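Trophozoites 100 cells/well + cpd; 48 hrs, 37 deg C, anaerobic. ATPLite 1-Step added, 15-30 min RT, luminescence read (ATP-based viability).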
USP2a inh – blocks human ubiquitin-specific protease USP2a | O75604 | USP2 core, Ub-CHOP2 coupled fluorogenic reporter, 485/531 | Potency, µM (doses to about 38.3 µM), inactives show at the highest dose activity change, negative = inhibition, most hits filed as inhibitors | actives 0.01% (n = 330,000) | AID 463254;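 further: potency means the concentration at half of the fitted maximal effect; plate controls were DMSO wells for no effect and full inhibition by NEM control for full effect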
Target sequence (O75604 whole entry, looked up): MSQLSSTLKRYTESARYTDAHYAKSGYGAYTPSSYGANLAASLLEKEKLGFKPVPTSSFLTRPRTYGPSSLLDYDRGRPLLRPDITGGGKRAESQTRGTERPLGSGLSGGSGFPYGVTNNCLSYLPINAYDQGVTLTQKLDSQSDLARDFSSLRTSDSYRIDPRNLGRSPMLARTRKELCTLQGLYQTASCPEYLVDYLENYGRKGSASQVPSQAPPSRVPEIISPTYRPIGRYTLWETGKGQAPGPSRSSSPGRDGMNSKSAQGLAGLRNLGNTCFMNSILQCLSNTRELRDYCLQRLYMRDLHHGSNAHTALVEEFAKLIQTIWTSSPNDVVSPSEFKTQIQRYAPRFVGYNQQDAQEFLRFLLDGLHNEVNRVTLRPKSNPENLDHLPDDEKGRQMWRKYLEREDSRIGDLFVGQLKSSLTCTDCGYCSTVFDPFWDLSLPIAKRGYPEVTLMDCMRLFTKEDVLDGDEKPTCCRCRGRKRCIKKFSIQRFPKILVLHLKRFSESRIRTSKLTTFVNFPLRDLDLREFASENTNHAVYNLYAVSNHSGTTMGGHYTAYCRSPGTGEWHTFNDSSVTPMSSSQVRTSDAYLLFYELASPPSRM
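USP2 core (10nM final) preincubated 30min RT with compound in 20mM Tris-HCl pH 8.0, 2mM CaCl2, 2mM beta-mercaptoethanol, 0.05% CHAPS; 25nM Ub-CHOP2 plus 25nM reporter substrate added, fluorescence (Ex485/Em531) read after 60min.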
CXXC DNA block – blocks binding of human MLL CXXC domain to DNA; MLL-CXXC / FITC-HOXA9 DNA fluorescence polarization; Potency, µM (highest dose often 115 µM), for inactives: top-dose activity change, negative = inhibition, most hits filed as inhibitors; actives 0.037% (n = 290,000); active means well fitted inhibition curve with a large enough effect in the polarisation, with a control signal flat, not every such curve was filed as active; inconclusive means small, poorly fitted or top-dose-only effect, or effect the other way, or a change in a side signal; inactive means no such curve, though single readings can be large or run the other way; the % refers to the polarisation; further: potency means the concentration at half of the fitted maximal effect
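Fluorescence polarization: 7 uM MLL-CXXC (stock) preincubated 5 min with compounds, then 50 nM fluorescein-HOX-A9 DNA (stock) added; 30 min ambient. Buffer 50 mM Tris-HCl pH 7.5, 50 mM NaCl, 1 mM DTT, 0.05% BSA.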
PKM2 activator – PKM2 (human) enzyme activation; P14618; purified PKM2, Kinase-Glo ATP luminescence, activation; response scale: 0% is enzyme alone, no compound; Potency, µM (series often up to 57.5 µM), for the others: at the highest dose activation, most hits filed as activators; actives 0.34% (n = 260,000); AID 1631; further: potency means the concentration at half of the fitted maximal effect; on the % scale 0 is the no-effect control and ±100 the full control effect; nearly all actives have a fitted effect of over 55% in size
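Kinase-Glo luminescence reports ATP generated from ADP (0.1 mM) and PEP (0.5 mM) by purified hPK-M2 after 1 h at room temperature, pH 7.2 imidazole buffer; intermediate enzyme activity allows detecting inhibitors and activators.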
TRPV1 ag – agonists of human vanilloid receptor 1 (TRPV1); Q8NER1; TRPV1-expressing cells, Fluo-8 calcium influx, agonist mode; activation, % at 8.33 µM; actives 0.19% (n = 320,000); in the data active means activation above about 80%; inconclusive means between about 30% and that limit; further: 0% is about no effect
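Cells expressing TRPV1 were dye-loaded with Fluo-8 and read kinetically: 10 s baseline, 3 min after compound (agonist portion), then 2 min after EC20 capsaicin (allosteric enhancer portion). Calcium-bound dye fluorescence at 480/520 nm.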
KCNH2 WT inh – blocks the wildtype human KCNH2 potassium channel; Q12809; U2OS, BacMam KCNH2, thallium flux FluxOr; hits give low values; activity change, % at 1.84 µM; actives 0.37% (n = 340,000); AID 720551;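 active means maximum activity change below -70%; inconclusive means maximum activity change between -70% and -50%; inactive means maximum activity change above -50%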; further: on the % scale 0 is the no-effect control and ±100 the full control effect
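U2OS cells transduced with wild-type KCNH2 virus are loaded with FluxOr dye for 45 min, and thallium flux is measured in kinetic reads before and after stimulation buffer. Rate constants are normalized to DMSO controls.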
B2AR arrestin – agonists driving beta-arrestin recruitment to human beta2-adrenergic receptor; P07550; beta-arrestin recruitment to beta2AR, cell-based reporter; actives 0.02% (n = 330,000); Potency, µM (top dose mostly 46.1 µM), for the others: at the highest dose activation, usual class: activators; AID 492947;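 further: potency means the concentration at half of the fitted maximal effect; 0% = DMSO controls and full agonism = EC100 isoproterenol or metaproterenol; nearly all actives have a fitted effect of over 65% in size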
Starred values were filed as active, the others as inactive; ? = inconclusive; . = not tested or not shown; & = joins results of further samples; [ ] = another dose, or the depositor's remark. Unless noted, the call rests on the fitted dose curve; in most records, active means well fitted curve in the direction sought with a large enough effect; inconclusive means small, poorly fitted or top-dose-only effect, or another doubt; inactive means no such curve, though single readings can be large; an effect the other way counts as inactive or inconclusive. This is a subset; the hit share may differ from the screen's.

structure,Menin-MLL TR inh,KCNH2 3.1 inh,GALK inhibitor,Coupling enz,Giardia killer,USP2a inh,CXXC DNA block,PKM2 activator,TRPV1 ag,KCNH2 WT inh,B2AR arrestin
CN(C)c1ccc(C(CNC(=O)c2ccccc2Br)c2c[nH]c3ccccc23)cc1 (stereo not given),?,-22.4,0.3%,1.1,2.1,2.0%,8.6%,-0.8%,-0.7,-2.5,-0.5%
CCOC(=O)CN1C(=O)C(=O)N(Cc2cccc(C)c2)C1=O,-15.6%,5.3,-0.5%,-5.9,-11.6,3.1%,63.8%[activator],.,1.1,-5.1,0.1%
CC(=O)Nc1cc2ccc(OC(C)=O)cc2oc1=O,7.4%,-4.4,1.7%,2.3,-21.4,3.3%,16.4%,-0.8%,-1.3,3.0,0.2%
Cc1ccc(OCCN2CCOCC2)cc1C,-2.2%,19.3,-2.4%,2.0,2.5,2.2%,-5.0%,-0.1%[11.5 µM],1.0,-3.6,-0.2%
COC(=O)C1=C(C)N(Cc2ccccc2)C(=O)N[C@H]1c1ccco1,-13.0%[11.7 µM],8.4,.,0.7,22.4,.,.,3.7%[11.5 µM],.,5.4,.
CC(C)Cn1c(=O)[nH]c(=O)c2c(C(F)(F)F)cc(-c3ccccc3)nc21,.,24.7,5.0%,4.1,-16.9,7.0%,-5.1%,-1.6%,-1.6,-35.3,0.4%
CCOC(=O)N1CCN(C(=O)CCCCn2c(=S)[nH]c3ccsc3c2=O)CC1,-9.8%,6.5,0.6%,-0.6,34.3[activator],-0.7%,14.7%,-3.2%,-3.5,10.3,-0.5%
COc1ccc(C)cc1NC(=O)CN1CCCC1c1ccc2c(c1)OCCCO2 (stereo not given),.,-29.2,.,.,-7.4,-4.4%,.,.,.,-4.8,-0.3%
O=C(NC1CCCCCC1)C(Cc1ccccc1)n1cccc1 (stereo not given),.,-46.3,.,1.3,-5.7,-0.5%,2.2%,-0.5%,?,-12.3,-0.2%
COc1ccc([C@H]2CC(=O)C=C(c3ccc(O)cc3)C2)cc1OC,.,-13.7,.,.,-5.0,0.4%,.,.,0.5,2.1,0.4%
N#Cc1ccc(C23CC4(C2)[C@H](CN(Cc2ccc(C(F)(F)F)cc2)[C@@H]4c2ccccc2)C3c2ccc(Cl)nc2)cc1 (stereo not given in full),17.0%,.,-1.6%,3.5&0.3,.,0.0%,17.8%,-2.4%&6.4%,6.5,.,0.3%
COc1cc(C(=O)N2CCC(C(=O)Nc3cccc(C(C)=O)c3)CC2)cc(OC)c1OC,8.8%,-18.6,2.0%,-0.3,0.5,0.8%,1.3%,2.2%,1.1,-0.7,0.3%
Cc1nc(NC(=O)c2ccccc2)sc1Cc1ccc2c(c1)OCO2,?,.,1.3%,-7.8,-0.6,-4.5%,13.2%,1.4%,?,-4.8,0.1%
CCOC(=O)c1ccc(NC(=O)Cn2nnc(-c3ccc(F)cc3)n2)cc1,1.9%,-5.1,-0.1%,1.2,-6.6,0.8%,3.1%,-0.4%,-1.4,2.2,0.1%
CCCSc1nc(O)c(C2OC(=O)c3c2ccc(OC)c3OC)c(=O)n1-c1ccccc1 (stereo not given),5.0%,-8.7,2.7%,16.7,2.4,4.6%,-0.7%,2.3%,-3.1,1.6,0.1%
CC(=O)N1c2ccccc2C2CCCC[C@@H]21 (stereo not given in full),.,14.2,.,.,-6.7,-3.1%,.,.,-1.6,-5.0,0.0%
CN1CCN(C(=O)c2ccc(C(C)(C)C)cc2)CC1,-9.6%,-15.8,0.5%,0.6,0.5,1.9%,-5.4%,-3.7%,1.7,-5.6,0.1%
COc1ccc(-c2nn(-c3ccccc3)cc2N)cc1,?,0.0,4.2%,-3.4,-11.2,0.6%,5.2%,-2.4%,1.8,10.2,-0.3%
Cc1ccc(NC(=O)Cc2c(O)c3ccccc3[nH]c2=O)c(C)c1,.,-2.9,0.3%,4.1,7.4,-2.0%,-17.2%,2.4%,.,-3.3,0.6%
CC(C)Cn1c(SCC(=O)c2ccc(Cl)s2)nnc1-c1ccco1,1.9%,-15.5,1.7%,5.4,-6.8,-14.1%,3.5%,-0.5%,2.7,0.6,0.4%
O=C(O)CNS(=O)(=O)c1ccc(C2CCCCC2)cc1,13.3%,-11.4,1.4%,10.1,2.8,-0.4%,0.5%,8.7%,-3.6,-13.8,-0.2%
CCCCC(=O)NC(=S)NNC(=O)c1ccc(OC)cc1,-15.8%,-7.2,1.5%,1.5,-21.8,0.8%,-5.1%,8.3%,6.0,-10.8,-0.2%
Cc1ccc[n+](CC(=O)/C=C2\N(C)c3ccccc3C2(C)C)c1,-3.8%,2.4,0.1%,2.3,2.0,3.6%,11.4%,-0.8%,-3.5,-2.1,-0.5%
Cc1ccccc1Cn1cnc2c(cnn2C(C)(C)C)c1=O,2.8%,1.5,2.3%,2.0,-6.4,-1.7%,12.6%,3.4%,?,10.1,-1.1%
O=C(OCC(O)CO)c1ccccc1Nc1ccnc2cc(Cl)ccc12 (stereo not given),11.5%,-17.5,.,-7.2,-5.9,-1.7%,.,.,-2.2,14.1,-0.1%
O=C(CN1C(=O)CCC1=O)Nc1nc(-c2ccc(Oc3ccccc3)cc2)cs1,?,-38.7,-9.1%,-3.5,4.8,-23.6%,-3.0%,-0.3%,0.4,21.2,0.2%
CCCCNc1nnc(SCC(=O)N2CCN(S(=O)(=O)c3ccc4ccccc4c3)CC2)s1,-1.8%,-9.1,1.4%,6.0,0.2,-7.7%,5.0%,?,0.8,-13.5,0.0%
CC(=O)c1nn(-c2cccc(Cl)c2)cc1C(=O)c1ccco1,-11.8%,-20.2,-1.9%,0.5,11.7,0.4%,2.8%,1.2%,12.9,-5.7,-4.5%
Cc1ccc(CSc2nc3c(c(=O)[nH]2)C(c2ccncc2)C2=C(CCCC2=O)N3)cc1 (stereo not given),7.3%,-6.0,-1.5%,4.2,-10.6,-1.4%,0.3%,-2.5%,-2.0,2.5,-0.3%
Cc1c(C(=O)Nc2ccccc2-c2ccccc2)cccc1[N+](=O)[O-],7.2%,.,1.0%,1.6,-9.7,-1.2%,0.8%,-12.4%,-2.7,-19.3,0.5%
COCC(C)NC(=O)COc1ccc(Cl)cc1Cl (stereo not given),-0.4%,3.2,0.7%,7.1,6.5,-0.8%,-7.8%,0.1%,-3.5,-22.8,0.1%
Cc1cc(S(=O)(=O)N2CCOCC2)ccc1OCC(=O)Nc1ccccc1C(F)(F)F,.,-4.2,0.1%,-3.2,-0.5,2.2%,-3.4%,.,-1.1,-4.0,-1.0%
COc1ccc(CN(C)C(=O)Cn2ccc(N)nc2=O)cc1OC,.,-6.4,.,.,1.6,1.1%,.,.,-2.1,-20.3,-0.5%
CCOc1cc(C(=O)Nn2cnnc2)cc(OCC)c1OCC,-6.6%,-1.0,10.2%,6.6,-2.0,0.8%,-2.7%,0.5%,1.9,-1.1,0.3%
CCC(=O)NC1(Cc2ccc(O)cc2)CCCCC1,-2.7%,-10.3,9.9%,1.9,17.4,0.7%,-9.8%,2.8%,2.0,-3.2,0.2%
Cn1c(-c2ccccc2)c(/C=N/NC(=O)c2ccc(O)cc2)c2ccccc21,.,-1.2,.,-3.0,-6.9,0.4%,2.0%,-2.6%,27.2,3.6,-0.1%
Cc1c(C(=O)N2CCc3ccccc32)oc2c1C(=O)CC(C)(C)C2,-10.8%,0.6,1.5%,-1.8,-0.3,-0.1%,2.4%,-2.3%,22.6,-22.5,0.1%
COc1cc2c(C(F)(F)F)c(-c3ccc(C#N)cc3)oc(=O)c2cc1OC,.,0.8,.,.,-22.2,2.0%,.,.,.,-8.6,0.0%

In a second layout: results already given.
Values in the order – Menin-MLL TR inh	KCNH2 3.1 inh	GALK inhibitor	Coupling enz	Giardia killer	USP2a inh	CXXC DNA block	PKM2 activator	TRPV1 ag	KCNH2 WT inh	B2AR arrestin
> COc1cc2c(C(F)(F)F)c(-c3ccc(C#N)cc3)oc(=O)c2cc1OC
  .	0.8	.	.	-22.2	2.0%	.	.	.	-8.6	0.0%
> O=C(OCC(O)CO)c1ccccc1Nc1ccnc2cc(Cl)ccc12 (stereo not given)
  11.5%	-17.5	.	-7.2	-5.9	-1.7%	.	.	-2.2	14.1	-0.1%

Compound activity as filed in PubChem.
